Screens as filed in PubChem.
PLK1 kinase inh: inhibitors of human PLK1 kinase; P53350; recombinant PLK1 kinase, TR-FRET peptide phosphorylation; inhibition, % at 10 µM; actives 0.53% (n = 97,000);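 active = inhibition of 50% or more in the single-concentration screen; inactive = inhibition below 50%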;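 also: 0% = DMSO max control and 100% = H-89 dihydrochloride min control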
PLK1 PBD inh: Plk1 (human) PBD binding inhibition; actives 0.13% (n = 97,000); P53350; inhibition, %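 (tested at about 20 µM)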; Plk1 PBD phosphopeptide binding, fluorescence polarization; AID 693; in the data active = inhibition above about 34%, passing the limit was not always enough
PTPN22 act: increases human PTPN22 phosphatase activity; Q9Y2R2; recombinant LYP, DiFMUP fluorescence; 0 = plate median, 100 = signal doubled; activation, % at 2 µM; actives 0.11% (n = 96,000); AID 697;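 active = activation at 2 µM above a set limit, the mean plus 5 SD, cut at about 37% in these data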
FAK inh: blocks human focal adhesion kinase activity; Q05397; biochemical FAK kinase activity assay; inhibition, %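 (tested at 7 µM)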; actives 0.84% (n = 97,000); in the data active = inhibition above about 19%;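 also: 0% = DMSO and 100% = reference compound high control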
EphB4 antag: antagonists of human EphB4-ephrin-B2 interaction; actives 0.15% (n = 97,000); EphB4 LBD / TNYL-RAW-Alexa532 peptide, fluorescence polarization; AID 720; inhibition, % at 7 µM;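 active = inhibition above the screen-wide mean inhibition plus 3 SD, cut at about 15% in these data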;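 also: 0% = DMSO wells and 100% = excess unlabeled TNYL-RAW peptide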
Rev-RRE block: HIV Rev-RRE protein-RNA interaction inhibition. P05866. Rev peptide-RRE RNA binding, FRET. inhibition, % at 8 µM. actives 0.79% (n = 97,000). AID 704;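 active = inhibition above the screen-wide mean plus 3 SD, cut at about 35% in these data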;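 also: 0% = median DMSO wells and 100% = median Neomycin B control wells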
Target sequence (P05866 whole entry, looked up): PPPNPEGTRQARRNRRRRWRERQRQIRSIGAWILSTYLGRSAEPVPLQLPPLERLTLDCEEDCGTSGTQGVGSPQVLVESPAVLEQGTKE
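Material: labelled RRE RNA duplex and labelled Rev peptide / Buffer or medium: HEPES pH 7.5 salt buffer with EDTA / Compound dosing: single point, 8 µM final nominal compound concentration / Benchmarks: DMSO low control, neomycin B high control / Timing: 5 min preincubation and 15 min binding, 25 °C / Technique: FRET fluorescence readout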
PTPN22 inh 2: blocks human PTPN22 phosphatase activity; Q9Y2R2; recombinant LYP catalytic domain, DiFMUP fluorescence; inhibition, % at 2 µM; actives 0.21% (n = 96,000); AID 640;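 active = inhibition at 2 µM at or above a set limit, the screen mean plus 3 SD, cut at about 24% in these data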;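 also: 0% = DMSO with enzyme and 100% = enzyme fully blocked by orthovanadate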
Pyk2 oligo antag: Pyk2 (human) oligomerization antagonism. Q14289. Q293 cells, Pyk2 FERM NanoBiT luminescence; stronger effect = lower value. z-score (the deposit names both 25 µM and 10 µM). actives 0.83% (n = 99,000);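 active = Z-score of -3 or lower, scaled per plate to the spread of control and sample wells; inactive = z-score above -3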;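 also: negative z-score means lost luminescence so less FERM oligomerization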
Target sequence (Q14289 whole entry, looked up): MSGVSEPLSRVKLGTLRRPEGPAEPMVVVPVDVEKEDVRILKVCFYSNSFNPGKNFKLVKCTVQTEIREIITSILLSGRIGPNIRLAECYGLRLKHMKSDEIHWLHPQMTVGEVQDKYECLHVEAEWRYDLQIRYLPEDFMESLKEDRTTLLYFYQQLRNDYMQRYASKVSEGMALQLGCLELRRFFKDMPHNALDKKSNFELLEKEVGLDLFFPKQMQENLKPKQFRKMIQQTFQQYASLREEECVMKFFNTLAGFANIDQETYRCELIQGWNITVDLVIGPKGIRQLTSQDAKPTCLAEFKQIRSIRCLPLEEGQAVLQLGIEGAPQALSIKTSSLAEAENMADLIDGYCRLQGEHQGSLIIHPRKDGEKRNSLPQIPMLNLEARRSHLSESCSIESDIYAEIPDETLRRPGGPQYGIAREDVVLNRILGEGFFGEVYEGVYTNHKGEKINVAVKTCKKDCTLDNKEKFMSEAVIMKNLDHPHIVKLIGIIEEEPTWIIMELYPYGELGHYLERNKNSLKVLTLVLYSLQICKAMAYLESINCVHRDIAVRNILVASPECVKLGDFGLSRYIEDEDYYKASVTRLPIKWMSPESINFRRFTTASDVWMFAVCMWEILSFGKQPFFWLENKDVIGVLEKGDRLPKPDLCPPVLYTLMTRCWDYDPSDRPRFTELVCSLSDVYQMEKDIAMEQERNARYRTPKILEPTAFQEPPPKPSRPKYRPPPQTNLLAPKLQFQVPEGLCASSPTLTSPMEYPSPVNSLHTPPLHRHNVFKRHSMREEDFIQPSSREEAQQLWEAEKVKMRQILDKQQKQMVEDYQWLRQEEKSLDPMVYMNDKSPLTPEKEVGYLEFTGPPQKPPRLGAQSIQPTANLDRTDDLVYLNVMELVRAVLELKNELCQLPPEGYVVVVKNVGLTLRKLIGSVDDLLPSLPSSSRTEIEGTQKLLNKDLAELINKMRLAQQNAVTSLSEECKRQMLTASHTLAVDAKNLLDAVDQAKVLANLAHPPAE
cytoskel mod: modifiers of cytoskeleton assembly; AID 836; inhibition, % at 2 µM; HUVEC TNFa F-actin phalloidin imaging, high content; actives 0.18% (n = 91,000);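 active = inhibition above the batch mean plus 3 SD and confirmed as a hit by visual image inspection, cut at about 30% in these data, passing the limit was not always enough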; also: strong numbers were not always called active
* hit, by the source's call; . = not tested or not shown.

SMILES	PLK1 kinase inh	PLK1 PBD inh	PTPN22 act	FAK inh	EphB4 antag	Rev-RRE block	PTPN22 inh 2	Pyk2 oligo antag	cytoskel mod
CC(C)[C@H](NS(=O)(=O)c1ccccc1)C(=O)OCn1nnc2ccccc2c1=O	1.3	-9.1	0.1	-2.2	2.2	-0.9	3.1	0.97	.
CCC(C)NC(=O)C1CCN(S(=O)(=O)c2cccnc2)CC1 (stereo not given)	1.8	2.7	4.4	-0.4	-5.1	7.3	-8.0	0.12	-1.1
Cc1ccc(C(=O)NCC2CCCO2)o1 (stereo not given)	-6.0	-31.3	2.4	-7.5	-8.0	-5.5	-4.6	0.58	4.1
CC(C)(C)SCCNC(=O)CN(c1ccc(F)c(Cl)c1)S(C)(=O)=O	-6.6	-17.4	-12.7	4.1	-7.0	0.8	14.2	2.03	8.9
Cn1c(=O)oc2cc(S(=O)(=O)NCCN3CCCCCC3)ccc21	-4.9	-10.9	-4.2	0.5	-1.7	4.5	2.4	0.62	15.1
CC(NC(=O)CN1C(=O)NC(Cc2ccccc2)(Cc2ccccc2)C1=O)C12CC3CC(CC(C3)C1)C2 (stereo not given)	-7.8	23.6	2.4	1.0	0.9	-3.2	-1.7	-1.19	-5.2
COc1ccc(N2CCN(C(=O)NC3CCCCC3)CC2)cc1	-14.9	-4.8	7.8	-1.8	-3.9	-3.3	-8.9	-0.05	-10.1
CC(=O)N1CC2(C)CN(C(C)=O)CC(C)(C1)C2O (stereo not given)	-4.5	-8.6	-6.7	5.5	10.8	6.3	8.9	0.13	-5.6
COc1ccc(C(=O)Nc2cc(Cl)ccc2OC(=O)c2ccc(OC)cc2)cc1	-8.9	-6.8	3.9	-0.4	2.8	11.4	0.3	-1.21	9.1
CCCc1nc2oc3c(OC)ncnc3c2c2c1COC(C)(C)C2	1.3	11.0	3.1	-0.8	1.4	3.3	-1.0	-0.24	7.9
Cc1ccc(Nc2nc(=O)[nH]nc2C)cc1	2.8	8.8	-1.1	-1.7	1.6	9.0	3.3	0.96	-11.2
CCCOc1ccc(-c2nnn(CC(=O)c3c[nH]c4ccccc34)n2)cc1	-13.2	-10.1	-12.0	0.3	-3.3	19.3	11.6	-0.26	0.8
CCCCNCC(=O)Nc1sc(C)c(C)c1C(=O)OCC	6.5	-15.3	11.0	-1.1	0.8	12.2	-16.8	-0.07	7.1
Cc1ccc(NC(=O)CCN2CCN(C/C=C/c3ccccc3)CC2)cc1	-7.2	0.8	-8.2	-0.2	5.3	13.5	10.8	0.81	-2.0
Cc1ccc(NC(=O)CSc2nnc(-c3cccnc3)n2-c2ccc(C)cc2)cc1	1.6	1.7	-1.7	-0.9	0.6	4.7	1.1	-1.05	-9.7
CC(=O)c1cccc(NC(=O)c2cc(-c3ccc(C)cc3)on2)c1	-16.9	5.4	4.2	0.7	-1.4	4.3	-9.7	0.27	8.2
Cc1ccc(S(=O)(=O)N2CCOCC2)cc1C(=O)NCc1cccnc1	-3.4	-27.3	6.8	-0.8	5.2	8.4	-8.3	0.98	-7.3
O=C1Nc2ccc(Br)cc2C1(O)Cc1ccccn1 (stereo not given)	-14.3	20.7	5.0	-3.3	0.8	3.0	-8.5	0.3	12.9
O=C(O)CSC(NC(=O)c1cccnc1)(C(F)(F)F)C(F)(F)F	-9.8	-6.7	2.1	4.1	-7.0	4.0	-4.9	0.84	-25.3
Cc1nn(-c2ccccc2)c(Cl)c1C1C(C#N)=C(N)Oc2c1c(C)nn2-c1ccccc1 (stereo not given)	-1.4	13.5	-9.4	0.7	9.3	8.4	9.3	0.32	-19.5
CCc1oc(C(=O)O)cc1CN(CC)CC	-10.1	-10.1	12.0	1.9	-2.3	1.6	-9.3	0.99	7.3
CCCC(C(=O)NC1CCCC1)N(C(=O)Cn1nnc(-c2ccc(C)o2)n1)C1CCCC1 (stereo not given)	-6.1	7.2	1.0	2.3	-9.6	4.8	-1.7	-0.65	-23.0
CCCC1CCC(C(=O)Nn2c(C)nc3ccccc3c2=O)CC1 (stereo not given)	-5.0	22.8	-10.5	2.3	-0.3	6.0	5.9	-1	0.0
CCn1c(CSc2ncccn2)nnc1SCC(=O)N1c2ccccc2CC1C (stereo not given)	-10.6	23.4	-9.7	4.8	1.8	9.5	12.2	0.22	11.3
CCc1nccn1S(=O)(=O)c1ccc2ccc(C)cc2c1	-18.7	10.0	1.3	-4.1	-0.1	3.5	2.8	0.53	.

An excerpt of these results, field by field:
Cc1ccc(Nc2nc(=O)[nH]nc2C)cc1
  PLK1 kinase inh = 2.8
  PLK1 PBD inh = 8.8
  PTPN22 act = -1.1
  FAK inh = -1.7
  EphB4 antag = 1.6
  Rev-RRE block = 9.0
  PTPN22 inh 2 = 3.3
  Pyk2 oligo antag = 0.96
  cytoskel mod = -11.2

CC(=O)c1cccc(NC(=O)c2cc(-c3ccc(C)cc3)on2)c1
  PLK1 kinase inh = -16.9
  PLK1 PBD inh = 5.4
  PTPN22 act = 4.2
  FAK inh = 0.7
  EphB4 antag = -1.4
  Rev-RRE block = 4.3
  PTPN22 inh 2 = -9.7
  Pyk2 oligo antag = 0.27
  cytoskel mod = 8.2

The listing picks up; the 3 compounds before the break are reprinted first.
SMILES	PLK1 kinase inh	PLK1 PBD inh	PTPN22 act	FAK inh	EphB4 antag	Rev-RRE block	PTPN22 inh 2	Pyk2 oligo antag	cytoskel mod
CCCC1CCC(C(=O)Nn2c(C)nc3ccccc3c2=O)CC1 (stereo not given)	-5.0	22.8	-10.5	2.3	-0.3	6.0	5.9	-1	0.0
CCn1c(CSc2ncccn2)nnc1SCC(=O)N1c2ccccc2CC1C (stereo not given)	-10.6	23.4	-9.7	4.8	1.8	9.5	12.2	0.22	11.3
CCc1nccn1S(=O)(=O)c1ccc2ccc(C)cc2c1	-18.7	10.0	1.3	-4.1	-0.1	3.5	2.8	0.53	.
CC(C)Oc1ccc(NC(=O)c2ccncc2)cc1	-7.3	11.3	-8.5	-2.7	-0.8	3.5	3.2	0.91	2.5
CCc1nc(SCC(=O)N2c3ccccc3Sc3ccccc32)c2ccccc2n1	-8.2	10.0	-7.8	9.3	-2.9	-1.2	6.2	1.8	20.6
Cc1ccc(N2C(=O)c3ccccc3C2=O)cc1C	-11.9	21.2	-4.9	0.7	1.1	5.3	3.5	0.41	8.1
CCn1c(Cn2nnc(-c3ccccc3)n2)nnc1SCc1ccc(Cl)c(Cl)c1	3.3	2.6	-16.2	-7.7	6.5	0.5	19.5	1.19	-12.0
CC1(C)Cc2c(c(N3CCOCC3)nc3sc4c(NN)ncnc4c23)CS1	0.8	-13.1	-3.9	-0.2	4.7	13.7	6.1	-1.3	-0.6
Cn1c(-c2ccc3nc(N)sc3c2)nc2cc(N)ccc21	-32.8	8.3	1.6	6.5	4.0	2.6	0.0	1.18	2.5
COc1ccc2oc(C(=O)CCC(=O)O)c(N)c2c1	63.0*	12.1	.	-8.6	-7.8	3.5	.	.	.
N#Cc1c(C(F)(F)F)cc(-c2cccs2)nc1SCc1cccnc1	-3.8	9.3	0.2	6.2	1.9	-0.9	3.8	-2.24	5.0
CC(C)N1CCC(=NNC(=O)c2ccc(Br)o2)CC1	6.5	-7.7	6.5	-6.2	-14.1	3.4	-4.3	1.06	0.9
Cc1ccc(CN2CCNC(=O)C2CC(=O)O)o1 (stereo not given)	-3.6	-21.1	2.8	-4.6	1.3	3.1	-6.0	.	-10.0
Cc1ccc(S(=O)(=O)N2CCN(S(=O)(=O)c3ccc4c(c3)OCCO4)CC2)cc1	-3.7	-17.7	8.5	-1.9	-2.6	3.1	-11.4	0.02	-1.2
CCOC(=O)c1c(C)nc2ccccc2c1C	-3.8	-10.9	-0.6	2.2	1.4	2.9	1.5	0.9	-13.1
O=C(CSc1oc(-c2ccco2)nc1S(=O)(=O)c1ccc(Cl)cc1)NCC1CCCO1 (stereo not given)	-15.4	15.3	-12.5	0.2	1.8	5.8	15.7	-0.73	6.3
Cc1cc2ccccc2n1CCNC(=O)Cc1ccccc1	-3.5	-26.0	21.7	-3.4	-2.2	-1.4	-25.4	.	-13.5
CCCCNC(=S)NNC(=O)c1ccco1	-13.1	15.9	-4.8	3.0	-1.5	5.0	4.4	0.55	6.6
O=C(CN1CCCCCC1)Nc1ccc(Br)cc1Br	-4.6	30.5	1.2	-1.7	5.8	4.3	-2.6	0.16	12.8
O=C(Cc1ccccc1)Nc1cccc(N2CCCC2)c1	-9.4	8.8	1.0	10.9	-0.7	2.6	-1.5	0.39	13.8
Cc1ccc(-n2c(SCC(=O)Nc3ccc4cn[nH]c4c3)nnc2-c2ccco2)cc1	-6.7	-26.0	-4.3	1.6	0.9	17.4	5.9	-0.9	-10.2
COc1ccc(-n2c(C)n[nH]c2=O)cc1	1.6	-3.0	12.4	-6.4	-5.3	5.6	-7.9	0.28	19.3
O=C(Nc1ccc(-c2cn3ccccc3n2)cc1)c1ccc(Cl)cc1	-3.4	25.6	-1.2	0.9	-8.7	-2.1	4.5	-0.62	-15.0
CCCc1cc(-c2n[nH]c(=S)n2C(C)c2ccccc2)cs1 (stereo not given)	-1.5	-17.8	-14.0	2.3	3.1	-1.4	16.4	-0.11	15.9
Cc1[nH]c2ccccc2c1/C=C(\C#N)C(=O)NC(C)c1ccccc1 (stereo not given)	-9.0	5.5	-2.7	-9.2	-0.2	5.3	7.6	-1.4	20.3
CCOC(=O)N1CCN(C(=O)c2cc(-c3ccc(OCC)cc3)nc3ccccc23)CC1	-10.8	5.6	3.0	-5.7	-0.1	1.4	-5.6	-1.15	-7.2
CC(C)OCCCNCc1cccs1	-14.3	17.7	4.7	-3.1	6.2	2.6	-7.7	0.31	15.9
COC(=O)c1cccc(NC(=O)c2cccc(OC)c2)c1	-14.1	-1.5	1.3	2.9	5.3	1.7	-1.9	-0.53	9.3
(next part)
SMILES	PLK1 kinase inh	PLK1 PBD inh	PTPN22 act	FAK inh	EphB4 antag	Rev-RRE block	PTPN22 inh 2	Pyk2 oligo antag	cytoskel mod
[O-][n+]1c2c(c3c4non(O)c4ccc31)CCCC2	-1.5	4.2	0.8	3.6	-2.8	4.0	-0.2	-1.38	5.1
O=c1c2c(-c3ccco3)csc2nc(SCc2cn3cccnc3n2)n1-c1ccccc1	-0.3	-17.2	-3.7	8.4	-5.4	1.2	3.0	-0.06	-23.6
CC(=O)c1c(C(C)=O)c(C)n(Cc2ccccc2)c1C	-7.9	8.1	-6.4	4.1	-2.4	4.2	5.3	0.83	.
C1=C(CCNc2nnnn2-c2ccccc2)CCCC1	-9.2	-3.5	-1.3	3.3	6.6	5.2	-1.2	0.9	-14.9
COCCNC(=O)CN(C(=O)Cn1nnc2ccccc21)c1ccc(C)c(F)c1	-6.9	9.7	0.9	1.6	-2.7	0.8	-2.1	0.19	-52.8
N#Cc1c(SCC(=O)O)nc(N2CCCCC2)c2c1CCCC2	-7.4	-10.9	2.5	-8.8	0.8	1.1	-1.1	-0.48	13.1
Cc1ccccc1N(Cc1nnc2n1CCCCC2)C(=O)Nc1ccccc1	-11.5	0.7	-5.1	2.2	1.8	4.5	5.0	0.72	13.8
O=C(CCC(=O)Nc1ccccc1)NNC(=O)c1cccs1	-3.8	3.4	25.5	1.5	0.5	4.1	-22.3	-0.07	4.6
COc1ccc(-c2noc(CSc3nc(-c4ccccc4)cc(=O)[nH]3)n2)cc1OC	-0.9	-10.3	-6.1	1.2	2.7	6.5	6.0	-1.43	-4.4
Cc1csc(Sc2nc3c(c(=O)[nH]c(=O)n3C)n2Cc2ccccc2Cl)n1	-7.2	21.6	-2.1	7.2	5.0	10.7	0.3	-0.47	-16.1
CSc1nsc(SC)c1C(=O)N1CCN(S(=O)(=O)c2ccc(C)cc2)C1C(C)C (stereo not given)	-16.0	3.2	2.8	-2.1	-3.9	10.5	-1.1	-1.26	-10.8
CCOC(=O)C1CCN(Cc2nc3ccc(Cl)cc3n2CCO)CC1	-5.2	5.2	-10.2	-9.2	-6.2	1.8	8.4	0.39	-13.0
O=C(CN1C(=O)c2cccc3cccc1c23)N1CCN(c2cccc(Cl)c2)CC1	-12.8	12.3	2.6	-2.6	-2.7	-0.7	-7.0	1.22	-18.6
